GALR2 blocker = antagonists of human galanin receptor 2 (GALR2). GALR2-expressing cells, antagonist mode. inhibition, % at 4 µM. actives 0.39% (n = 140,000); in the data active = inhibition above about 27%;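 note: cells stimulated with galanin 1-16 at roughly its EC80; 0% = agonist challenge control and 100% = basal control without agonist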
Target sequence (O43603 whole entry, looked up): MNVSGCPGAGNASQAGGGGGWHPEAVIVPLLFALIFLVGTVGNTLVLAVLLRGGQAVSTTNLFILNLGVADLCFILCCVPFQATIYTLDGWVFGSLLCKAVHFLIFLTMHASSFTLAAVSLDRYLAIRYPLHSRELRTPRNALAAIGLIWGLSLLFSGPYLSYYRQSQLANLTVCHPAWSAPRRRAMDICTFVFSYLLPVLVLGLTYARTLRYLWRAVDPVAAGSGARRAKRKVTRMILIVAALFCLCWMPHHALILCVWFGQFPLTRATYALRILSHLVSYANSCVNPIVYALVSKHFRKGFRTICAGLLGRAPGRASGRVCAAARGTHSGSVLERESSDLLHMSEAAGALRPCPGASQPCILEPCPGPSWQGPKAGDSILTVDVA
Yeast growth inh = reduces growth of yeast BB579 in restrictive medium | S. cerevisiae BB579 growth, OD615, 48 h | inhibition, % at 10 µM | actives 0.51% (n = 140,000);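 active = inhibition above a set limit, 3 SD over the mean compound inhibition, cut at about 44% in these data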; note: inactives centre near -24
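System: Saccharomyces cerevisiae DeaD strain BB579, replicative lifespan model yeast | Buffer or medium: Restrictive glucose-based CSMM-D medium | Times: 4 h preincubation and 48 h exposure at 30 °C | Detection: OD615 turbidity measurement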
HCT116 bCat-KO = beta-catenin-lacking colon tumor cell growth suppression. viability, % at 10 µM. HCT116 beta-catenin knockout viability, CellTiter-Glo, 60 h; active compounds read low. actives 1.5% (n = 140,000). AID 818;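 active = viability at or under a set limit, the compound median less 4 SD, cut at about 6% in these data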;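 note: 0% = Hyamine 1622 control at 20 µM and 100% = untreated cell control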
MRP-1 activ = activators of MRP-1. H69AR cells + doxorubicin, viability rescue, CellTiter-Glo. viability increase, % at 10 µM. actives 0.61% (n = 140,000). AID 799;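 active = viability gain under doxorubicin at or above a set limit, the compound median plus 3 SD, cut at about 4.7% in these data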;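 note: MRP-1 overexpressing cells given doxorubicin 25 µM after compound pretreatment; 18-22 h compound pretreatment then 72 h with doxorubicin before readout; 0% = doxorubicin-only wells and 100% = vehicle-treated cells without doxorubicin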
Measles CPE = protection of cells from measles virus; AID 841; actives 1.5% (n = 140,000); Measles virus-infected cells, CPE protection, absorbance; protection (pct of control), % at 4 µM; in the data active = protection mostly above about 24%, no sharp cut-off; inactive = mostly below about 26%; note: some compounds called inactive have numbers as strong as hits
NPY-Y2 antag = blocks the human neuropeptide Y Y2 receptor | P49146 | NPY-Y2 expressing cells, antagonist mode | inhibition, % at 2.7 µM | actives 0.99% (n = 140,000); in the data active = inhibition above about 17%;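 note: 0% = vehicle with agonist challenge and 100% = reference antagonist with challenge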
Target sequence (P49146 whole entry, looked up): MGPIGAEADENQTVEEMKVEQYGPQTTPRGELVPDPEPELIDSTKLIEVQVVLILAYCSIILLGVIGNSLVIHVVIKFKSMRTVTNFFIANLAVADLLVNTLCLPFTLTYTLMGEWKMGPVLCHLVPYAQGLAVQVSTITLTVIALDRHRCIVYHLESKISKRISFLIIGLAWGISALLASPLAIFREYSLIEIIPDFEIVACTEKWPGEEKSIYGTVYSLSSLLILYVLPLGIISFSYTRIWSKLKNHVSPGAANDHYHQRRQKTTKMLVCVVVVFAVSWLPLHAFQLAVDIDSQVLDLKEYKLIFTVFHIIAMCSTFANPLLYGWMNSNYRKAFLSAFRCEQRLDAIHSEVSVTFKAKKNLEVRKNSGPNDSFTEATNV
PTEN del growth = PTEN-deleted cell growth suppression. HCT116 PTEN-null viability, CellTiter-Glo, 60 h; active compounds read low. viability, % at 10 µM. actives 1.2% (n = 140,000);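 active = viability at or below a set limit, 4 SD under the median of all tested compounds, cut at about 3.7% in these data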;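 note: PTEN knockout HCT116 line with beta catenin targeted HCT116 as companion control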
E-sel TNF inh = blocks E-selectin expression induced by TNF alpha; AID 1246; HUVEC TNFa-induced E-selectin immunofluorescence, high content; actives 0.71% (n = 120,000); inhibition, % at 2 µM;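 active = inhibition above the batch mean plus 3 SD, and confirmed as a hit on visual image review, cut at about 43% in these data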;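 note: 0% = TNF-stimulated DMSO wells and 100% = unstimulated control wells; not every result past the cut was called active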
Phagocytosis inh = blocks phagocytosis by macrophages; inhibition, % at 5 µM; actives 0.07% (n = 110,000); J774A.1 macrophage IgG-bead phagocytosis, imaging;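 active = inhibition above the mean of the plate negative controls plus 5 SD, cut at about 13% in these data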;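 note: phagocytic index as fraction of beads internalized from green versus red external bead signal; plate controls were DMSO negative control for no effect and cytochalasin-D positive control for full effect; some results beyond the cut were filed as inactive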
Yeast life ext = extends the lifespan of yeast | inhibition of the nicotinamide effect, % at 10 µM | actives 0.68% (n = 130,000) | S. cerevisiae growth with nicotinamide, OD615; deaD strain in restrictive glucose medium | AID 775;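 active = inhibition above a set limit, placed 3 SD over the median of all compounds, cut at about 26% in these data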;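 note: 0% = nicotinamide-treated wells and 100% = cells grown without nicotinamide; some compounds called inactive have numbers as strong as hits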
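assay system = DeaD-strain S. cerevisiae | buffer or medium = restrictive glucose medium | reagent = 1.5 mM nicotinamide | compound = 10 µM single point, 0.25% DMSO | incubation = 48 h compound exposure at 30 °C, humidified | signal = OD615 measurement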
Starred values were filed as active, the others as inactive; nt = not tested or not shown; & = joins results of further samples.

structure	GALR2 blocker	Yeast growth inh	HCT116 bCat-KO	MRP-1 activ	Measles CPE	NPY-Y2 antag	PTEN del growth	E-sel TNF inh	Phagocytosis inh	Yeast life ext
COc1ccc(-c2nnc(SCC(=O)Nc3cccc(Cl)c3)o2)cc1	8.3	-11.9	98.1	1.1	11.2	7.5	93.3	-12.5	-2.0	-11.4
Cc1sc(N/N=C/c2cccnc2)nc1-c1ccc(Cl)cc1	-5.1	-46.4	83.8	4.2	7.6	5.5	83.0	-23.9	-0.7	-13.3
O=C(Nc1ccc(NC(=O)C2CC2)cn1)c1ccccc1Cl	5.5	-17.0	85.4	2.3	2.4	5.3	92.3	-2.7	-0.1	-8.1
Cc1nc(NC(=S)NC(=O)COc2ccccc2Cl)ccc1Br	15.6	-60.2	100.3	0.0	5.7	1.9	97.7	nt	-6.3	4.5
O=C(CN1CC[n+]2c(-c3cccs3)csc21)c1ccc(Br)cc1	-7.5	-10.7	99.9	-4.6	4.1	1.6	74.0	nt	1.8	8.6
O=C(N/N=C/c1cccs1)c1cc(-c2ccncc2)nc2ccccc12	20.9	-34.1	16.5	-4.0	6.2	8.8	13.4	nt	17.5	6.7
COc1cccc(NC(=O)Cn2nnc(-c3ccccc3N)n2)c1	8.3	3.8	91.3	-4.3	4.3	9.6	88.1	nt	nt	-3.0
CN1CCN(S(=O)(=O)c2ccc(NC(=O)C(C)(C)C)cc2)CC1	2.4	8.7	103.6	0.4	13.8	-1.4	98.3	-18.4	0.8	-12.9
CCCS(=O)(=O)c1nc(S(=O)(=O)c2ccc(C)cc2)c(NCCCN2CCOCC2)s1	10.1	6.7	97.1	-1.6	1.1	2.7	96.1	-16.2	0.9	-3.9
COC(=O)c1sccc1NC(=O)CSc1nnnn1-c1ccccc1C	1.4	-18.6	65.5	-3.0	34.6	1.6	82.2	nt	0.9	-12.8
COc1ccc(-c2nc(CS(=O)CC(=O)N3CCCC3)c(C)o2)cc1 (stereo not given)	15.2	15.2	97.9	-2.2	5.0	-1.1	103.5	-19.2	1.1	-5.8
O=C(NCc1ccccc1)c1ccc(OC2CSC2)cc1	-10.9	-22.3	94.7	-1.8	27.5	2.4	96.1	-11.7	-4.9	-1.3
CCc1cc2c(=O)c(-c3ccc4c(c3)OCCO4)coc2cc1OC(=O)c1ccco1	-14.4	-42.7	83.9	-0.6	9.4	5.4	74.5	-5.8	0.0	-11.9
CCOC(=O)CSC1=Nc2ccccc2C2=NC(CC(=O)NCc3ccccc3)C(=O)N12 (stereo not given)	3.9	-33.0	94.2	1.0	5.9	3.0	101.7	-11.0	-0.4	-10.9
O=C(NNC(=S)NC1CCCCC1)c1ccc2c(c1)OCO2	7.7	7.7	95.7	0.7	3.4	-0.4	91.6	-3.3	-8.8	-2.9
Clc1nc(Nc2ccccc2)nc(Nc2ccccc2)n1	17.2	-52.7	78.3	-0.1	23.5	-1.6	74.0	-4.8	-4.7	-5.2
Cc1cc(S(=O)(=O)NCC(C)C)ccc1OCC(=O)N1CCOCC1	1.0	12.7	94.2	0.1	40.0	2.0	99.9	1.3	0.1	-5.3
Cc1csc(SCCn2c(N3CCCC3)nc3c2c(=O)[nH]c(=O)n3C)n1	-17.1	-7.1	86.9	0.2	0.9	-0.7	98.8	-27.0	-0.8	-5.6
O=C(Cn1cnc2ccccc21)N/N=C/c1cccs1	-2.2	-14.9	85.6	0.1	10.4	3.7	93.1	nt	-5.6	-0.6
CCN(CC)C(=O)CSc1ncnc2c1nnn2-c1ccc(F)cc1	-10.1	-13.3	85.9	-2.9	4.6	-2.0	82.7	nt	-1.6	-5.0
COc1ccc(NC(=O)CCc2nc(-c3ccccc3F)no2)cc1	-9.8	0.0	99.0	-3.1	27.1	3.9	94.5	-17.1	3.0	-11.9
Cc1ccc(Nc2nc(CSc3nnnn3C)cs2)cc1	-2.0	-35.2	95.8	5.4*	5.8	2.5	87.4	14.8	-0.6	-27.7
O=C(NNC(=O)c1ccco1)c1cccc([N+](=O)[O-])c1	2.0	-20.2	88.4	-1.4	1.6	2.8	97.3	-58.5	-0.5	-3.6
O=C(NCc1cccs1)c1cc2c(s1)-c1ccccc1OC2	11.9	1.9	48.1	2.5	1.2	13.9	50.9	nt	-0.4	-10.5
C=CCSc1nnc2nc3c(nn12)c1cc(C)ccc1n3CC=C	-7.5	-42.0	92.8	-4.4	24.3	-0.2	80.4	-2.4	-0.2	0.8
Cc1cc(C)cc(NS(=O)(=O)c2ccc3[nH]cc(C(=O)NCc4ccco4)c(=O)c3c2)c1	-0.4	-0.5	23.2	-1.0	13.9	-1.7	51.9	-2.4	-0.5	-7.9
COc1cccc(NC(=O)Cn2c(-c3cncs3)nc3ccccc32)c1	-11.3	-24.3	104.6	-1.9	26.2	5.4	99.1	7.5	-0.3	-13.3
COc1ccc(N=C2S/C(=C\c3cc(C)n(C)c3C)C(=O)N2C)cc1	2.0	-13.4	77.8	-2.8	7.1	5.8	63.5	-4.3	nt	-0.2
Cc1ccc(NC(=O)c2cc(N3C(=O)C4CC=CCC4C3=O)ccc2N2CCCCC2)cc1 (stereo not given)	20.7	-29.2	93.2	-0.3	6.7	-1.8	97.3	nt	nt	-11.0
Cc1ccc(OCc2nc(C#N)c(N3CCCC3)o2)cc1	4.1	-11.3	103.0	-1.0	8.2	3.1	104.8	-16.4	nt	-8.1
CCNc1ccc(S(=O)(=O)N(C)C)cc1NCC(=O)Nc1ccc(F)c(Cl)c1	-1.1	-38.1	67.9	-0.8	11.2	-1.0	60.2	nt	0.0	0.7
COc1ccc(C(=O)NNc2ccccc2)cc1OC	19.2	-24.5	89.5	-1.7	13.4	0.7	99.8	-13.1	-2.2	-4.5
CN(CC(=O)Nc1nccs1)S(=O)(=O)c1ccc(F)cc1	-0.3	-14.8	99.2	0.5	7.5	1.0	101.9	-20.0	-3.7	-1.0
O=C(NC(Cc1c[nH]c2ccccc12)c1nnc2n1CCCCC2)c1ccccc1Cl (stereo not given)	2.3	-1.3	87.6	-1.9	2.5	-0.4	99.1	-7.7	-0.3	-27.3
CC1CCc2sc(C(=O)OCC(=O)NCc3ccccc3)cc2C1 (stereo not given)	-9.1	-22.9	29.6	-3.7	9.9	14.3	38.9	9.3	-9.5	-4.9
NC(=S)NNC(=O)C12CC3CC(CC(C3)C1)C2	3.1	24.1	86.7	-2.2	8.1	1.0	95.3	nt	-6.8	1.8
COc1ccc(CCn2c(C)cc(C(=O)CSc3nnnn3C)c2C)cc1	-11.8	-77.8	94.0	0.3	16.1	4.3	112.2	-14.7	1.7	-2.2
O=C1c2ccccc2-c2nc3ccccc3n21	0.7	-15.5	94.0	8.3*	20.3	4.0	98.7	-8.9	nt	nt
Cc1nnc(SCc2cc(=O)n3[nH]cnc3n2)s1	17.4	-60.3	94.0	-0.7	18.8	4.9	97.5	11.2	-0.6	-13.5
COc1ccc(CC(=O)Nc2ccc(N3CCN(c4ccc(OC)cc4)CC3)c(C#N)c2)cc1	-4.2	-14.7	97.6	-3.0	24.9	-0.6	89.1	nt	-3.5	-4.2
Cc1ccc(-n2c(Cc3cccn3C)nnc2SCC(N)=O)cc1	-4.5	-20.6	97.9	1.2	0.9	5.6	96.5	nt	-2.4	1.3
CCS(=O)(=O)Nc1ccc(C(=O)CC2(O)C(=O)Nc3ccc(Br)cc32)cc1 (stereo not given)	-8.7	-21.0	87.0	-4.2	1.4	6.2	94.1	nt	-0.9	-0.6
CCOC(=O)c1cccnc1SCC(=O)N(C)c1ccccc1	10.3	-41.2	98.4	-0.4	5.9	0.9	101.8	nt	1.8	2.4
CCOc1ccc(C(O)C(CN2CCOCC2)c2ccccc2)cc1 (stereo not given)	3.9	-32.1	79.0	-3.0	4.4	2.0	94.3	-22.3	2.1	-16.3
Cc1cc2n(n1)C(c1cccs1)Nc1ccccc1-2 (stereo not given)	11.2	0.2	102.0	1.1	1.9	1.4	91.8&92.3	3.0	0.2	-20.9
CC(=O)N1CCc2cc(S(=O)(=O)N3CCOCC3)ccc21	3.7	-63.0	91.8	1.0	4.4	3.9	95.5	-11.3	-0.4	-5.8
Oc1ccccc1-c1nc2cnccn2c1Nc1ccc2c(c1)OCCO2	-2.2	-24.6	4.3*	-1.0	4.1	1.5	3.3*	4.3	nt	-5.9
O=C(/C=N/O)Nc1ccccc1C(=O)O	-18.0	-9.2	103.3	-0.6	5.5	3.3	113.5	3.4	-2.1	-9.9
CC(C)Oc1ccc(C(=O)N(CN2CCCC2=O)c2ccc(F)cc2)cc1	-15.9	-52.0	96.1	-1.1	26.6	1.1	95.7	nt	0.0	6.6
COC(=O)c1[nH]c2cc(C)ccc2c1NC(=O)CN1CCc2cc(OC)c(OC)cc2C1	24.4	-30.4	64.2	-5.8	30.8	2.3	68.7	-2.7	-0.5	-14.9
O=C(c1cnsn1)N1CCN(c2ccccc2)CC1	1.0	4.0	109.9	-1.5	25.2	-2.4	101.6	-7.9	-1.2	-14.3
Cc1ccc(-n2c(C)nc3c(cnn3-c3ccc(C)c(C)c3)c2=O)cc1C	-12.6	-29.8	37.5	1.4	24.0	11.1	48.5	20.0	nt	-4.2
COc1ccc([N+](=O)[O-])cc1NC(=O)c1ccc(N(Cc2ccccc2C)S(C)(=O)=O)cc1	10.8	-30.8	85.2	-2.7	13.2	0.7	81.0	-34.9	-0.6	4.5
Cc1ccc(C2C(C#N)=C(N)SC(N)=C2C#N)cc1	-0.2	-23.6	91.6	-2.0	21.2	0.5	99.2	9.1	-0.8	-9.1
COc1cc2[nH]cc(C(=O)NCCc3ccccc3)c(=O)c2cc1OC	-1.5	7.3	93.2	0.0	11.3	5.1	94.3	18.2	nt	nt
COc1ccccc1NC(=S)NC(=O)C(C)C	-1.1	-47.0	93.2	-3.4	4.6	1.8	92.6	24.7	0.4	-18.8
N#Cc1ccc(-c2ccc(Cl)cc2)nc1Oc1ccc(F)cc1	-11.4	-47.0	20.5	-4.6	5.2	3.0	26.5	-18.1	1.6	-16.2
O=C(NC1=NCCS1)C1CC2CCC1C2 (stereo not given)	9.3	-11.7	100.5	-0.9	14.1	-1.7	101.3	-9.4	2.4	3.0
CCOc1ncccc1C(=O)OCC(=O)c1ccc[nH]1	-9.9	-45.6	100.6	-0.2	5.4	2.1	104.5	23.7	-0.6	-11.9

Record cards, as listed above. Order of values: GALR2 blocker	Yeast growth inh	HCT116 bCat-KO	MRP-1 activ	Measles CPE	NPY-Y2 antag	PTEN del growth	E-sel TNF inh	Phagocytosis inh	Yeast life ext
COc1ccc(C(=O)NNc2ccccc2)cc1OC as listed: 19.2	-24.5	89.5	-1.7	13.4	0.7	99.8	-13.1	-2.2	-4.5
CCS(=O)(=O)Nc1ccc(C(=O)CC2(O)C(=O)Nc3ccc(Br)cc32)cc1 (stereo not given) as listed: -8.7	-21.0	87.0	-4.2	1.4	6.2	94.1	nt	-0.9	-0.6
